PPARg SRC3 recr – promotes SRC-3 coactivator recruitment by human PPARgamma; biochemical PPARgamma/SRC-3 coactivator recruitment assay; activation, % at 8 µM; 200,000 compounds, 0.26% hits; AID 731; in the data active means activation above about 23%;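 further: 0% = DMSO and 100% = reference agonist; some compounds past the cut are filed as inactive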
Target sequence (P37231 whole entry, looked up): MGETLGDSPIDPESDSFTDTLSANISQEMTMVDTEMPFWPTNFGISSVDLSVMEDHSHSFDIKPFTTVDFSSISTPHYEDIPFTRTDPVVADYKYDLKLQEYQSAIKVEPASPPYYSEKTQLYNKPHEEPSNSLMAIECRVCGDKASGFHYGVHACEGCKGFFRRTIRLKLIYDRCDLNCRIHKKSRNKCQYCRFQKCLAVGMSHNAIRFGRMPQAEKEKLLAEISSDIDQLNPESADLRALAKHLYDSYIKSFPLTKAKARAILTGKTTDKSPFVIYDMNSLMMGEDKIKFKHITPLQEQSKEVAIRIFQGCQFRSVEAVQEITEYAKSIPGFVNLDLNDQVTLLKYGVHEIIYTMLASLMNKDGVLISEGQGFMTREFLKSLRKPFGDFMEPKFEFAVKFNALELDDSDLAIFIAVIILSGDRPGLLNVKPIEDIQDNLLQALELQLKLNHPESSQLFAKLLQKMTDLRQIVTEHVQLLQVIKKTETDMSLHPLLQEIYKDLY
bIAP inhibitor – blocks bovine intestinal alkaline phosphatase activity; 190,000 tested, under 10 active; purified bovine IAP, CDP-star luminescence, 30 min; inhibition, % at 20 µM;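 active means over 50% inhibition of intestinal alkaline phosphatase at 20 µM in the single-dose screen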
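Assay system: bovine IAP enzyme; medium: DEA buffer 100 mM, pH 9.8, with MgCl2 1.0 mM, ZnCl2 0.02 mM; doses: 20 µM single dose; incubation: enzyme reaction for 30 min at room temperature; detection: CDP-star luminescence signal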
PPARg SRC-2 ag – agonists of SRC-2 recruitment by human PPARgamma; activation, % at 8 µM; 200,000 compounds, 0.34% hits; P37231; PPARgamma LBD-SRC-2 recruitment, biochemical; in the data active means activation above about 22%;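 further: 0% = vehicle and 100% = reference agonist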
Lmaj promast – Leishmania major promastigote growth inhibition | 200,000 compounds, 9% hits | AID 1063 | inhibition, % at 10 µM | Leishmania major promastigotes, resazurin fluorescence viability; in the data active means inhibition above about 50%;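 further: promastigotes grown with compound for 44 hours at 28 °C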
ROMK mod – modulates human ROMK potassium channel activity | 130,000 compounds, 2% hits | Tet-inducible ROMK, thallium flux fluorescence; actives lie on both sides | B-score at 10 µM | P48048;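 active means signal ratio slope over the read window, or its plate-corrected B-score, at least 3 SD from the plate mean, either direction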;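 further: B-score of the F/F0 ratio slope over 7 to 12 s after thallium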
bIAP act – increases bovine intestinal alkaline phosphatase activity | purified bovine IAP, CDP-star luminescence, 30 min; active compounds read high; fold of DMSO-control signal, blank-subtracted | AID 1016 | 200,000 compounds, 0.17% hits | activation factor at 20 µM;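 active means activation factor of 2 or more at 20 µM, a signal rise over negative controls twice the positive control's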
S1P3 antagonist – blocks the human S1P3 receptor | Q99500 | 170,000 compounds, 0.27% hits | CHO S1P3 NFAT-BLA reporter, FRET fluorescence, antagonist mode | inhibition, % at 4.98 µM;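 active means inhibition above the plate cutoff, the mean inhibition of test wells on that plate plus 3 SD, cut at about 28% in these data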;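 further: cells challenged with S1P at its EC80 of 0.8 µM; blue over green emission ratio from cleaved BLA substrate after 4 h stimulation; 0% = S1P-stimulated wells and 100% = unstimulated DMSO-only wells; some compounds past the cut are filed as inactive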
Target sequence (Q99500 whole entry, looked up): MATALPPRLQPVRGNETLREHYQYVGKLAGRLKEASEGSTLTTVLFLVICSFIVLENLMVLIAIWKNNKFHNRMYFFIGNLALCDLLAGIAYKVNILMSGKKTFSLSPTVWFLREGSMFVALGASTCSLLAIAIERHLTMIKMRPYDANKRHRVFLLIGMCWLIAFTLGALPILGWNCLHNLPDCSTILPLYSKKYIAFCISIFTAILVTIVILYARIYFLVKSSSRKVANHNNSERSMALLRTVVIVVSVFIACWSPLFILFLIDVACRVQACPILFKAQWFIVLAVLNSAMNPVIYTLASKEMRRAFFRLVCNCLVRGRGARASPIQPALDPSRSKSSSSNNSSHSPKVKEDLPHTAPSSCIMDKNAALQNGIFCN
PPARg SRC-1 ag – PPARgamma-driven SRC-1 recruitment agonism; P37231; PPARgamma-SRC-1 coactivator recruitment biochemical assay; activation, % at 8 µM; 200,000 compounds, 0.41% hits; AID 631; in the data active means activation above about 19%;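 further: 0% = DMSO and 100% = reference agonist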
TR-FRET SRC-2 ct – TR-FRET artefact, counter-screen to PPARgamma/SRC-2 agonist assay; active compounds read high; TR-FRET ratio at 8 µM; 200,000 compounds, 0.4% hits; AID 1049; in the data active means TR-FRET ratio above about 2000; further: inactives centre near 1500; reference of the scale not given here
TLR4 MyD88 comp – TLR4-MyD88 interaction inhibition in cells | 200,000 compounds, 0.18% hits | HeLa CL3-4 TLR4/MyD88 BLA complementation, FRET ratio | AID 861 | inhibition, % at 8.4 µM; in the data active means inhibition above about 25%;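 further: 0% = vehicle and 100% = reference inhibitor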
Redox H2O2 prof – compounds producing H2O2 with reducing agent – biochemical, NIH compound library profiling, artefact control for MLSCN library redox annotation, primary screen. DTT-dependent redox cycling H2O2, phenol red/HRP absorbance; 100% = 100 µM peroxide control, 0% = buffer. activation, % at 10 µM. 200,000 compounds, 0.03% hits. AID 878;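 active means activation of at least 50% relative to the plate's high and low controls in the primary single-dose screen; inactive means activation below 50%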;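 further: compound incubated with DTT at 0.8 mM final as the reducing agent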
Active calls of the source: *; · = no result given. Rows are unselected; overall some 11% were active at least once.

SMILES | PPARg SRC3 recr | bIAP inhibitor | PPARg SRC-2 ag | Lmaj promast | ROMK mod | bIAP act | S1P3 antagonist | PPARg SRC-1 ag | TR-FRET SRC-2 ct | TLR4 MyD88 comp | Redox H2O2 prof
COc1cccc(NC(=O)CCCn2c(=S)[nH]c3ccccc3c2=O)c1 | 2.2 | 10.8 | 7.5 | 9.8 | 0.347 | 0.9 | · | -1.9 | 1401 | 10.8 | 0.3
CCCOC(=O)C(C)n1cnc2sc(C)c(C)c2c1=O (stereo not drawn) | -1.7 | 2.7 | 1.7 | 3.0 | 0.0439 | 1 | · | 2.7 | 1274 | 6.2 | 0.2
O=c1[nH]c(=O)c2ncc(-c3ccc(Cl)cc3)nc2[nH]1 | 2.0 | -7.5 | -0.4 | 80.0* | 0.774 | 1.1 | 4.2 | -5.2 | 1430 | -0.7 | 0.1
COc1cccc(COc2ccccc2C2Nc3ccc(Br)cc3C(=O)N2NC(=O)c2ccncc2)c1 (stereo not drawn) | 17.0 | -4.5 | 10.1 | 100.1* | 0.136 | 1 | · | 6.4 | 1652 | -7.5 | -4.1
O=C(NC1CC2CCC(C1)N2C(=O)NCc1ccccc1)NC12CC3CC(CC(C3)C1)C2 (stereo not drawn) | -0.2 | 1.2 | -2.5 | 0.8 | · | 1 | · | 1.7 | 1629 | 4.0 | -4.8
CC(=O)NC1=NN(C(C)=O)C(c2ccc(F)cc2)S1 (stereo not drawn) | -0.9 | -4.0 | -6.3 | 2.8 | 0.717 | 1 | -15.3 | 3.9 | 1668 | -1.6 | -0.4
c1ccc2c(c1)CCCN2c1nc2ccccc2n2cnnc12 | 8.1 | 7.6 | 4.2 | 7.7 | · | 0.9 | -10.3 | 2.9 | 1562 | -9.7 | 0.2
O=C(NC1CCCCC1)N1CCN(CCc2ccccc2)CC1 | -0.3 | 6.5 | -2.2 | 60.2* | · | 0.9 | -6.5 | 4.6 | 1427 | 9.5 | 3.1
O=C(COC(=O)CCC(=O)c1cccs1)Nc1ccccc1[N+](=O)[O-] | 0.6 | 2.3 | 6.9 | -1.0 | -0.0996 | 1 | -17.5 | -2.4 | 1515 | -3.4 | -2.0
N#CCCN1CCN(C(=S)c2ccc(-c3ccc(Cl)c(Cl)c3)o2)CC1 | -1.1 | 1.7 | 1.9 | -2.2 | -1.41 | 1 | 24.6 | 4.1 | 1506 | 3.5 | 1.7
Cc1ccc(S(=O)(=O)Nc2cccc(-c3ccc4nnc(C)n4n3)c2)s1 | 1.3 | 0.4 | 8.9 | 2.8 | -0.134 | 1 | -17.9 | 3.0 | 1394 | -7.6 | 6.4
CNC(=O)N1CCN(C(=O)NC)CC1 | -0.9 | 14.0 | 1.1 | -6.4 | 0.412 | 0.9 | · | -2.6 | 1510 | -8.1 | 0.1
Cn1c(=O)c(C(=O)Nc2cccnc2)c(O)c2ccccc21 | -19.8 | · | 5.8 | -1.1 | 0.207 | · | · | 2.9 | 1410 | 18.6 | 1.1
COc1ccc(C2C(C#N)=C(N)Oc3cc4c(cc32)OCO4)cc1 (stereo not drawn) | 11.2 | 14.6 | 11.0 | 96.0* | · | 0.9 | 9.5 | 14.1 | 1609 | -5.5 | 1.2
CSc1ccccc1C(=O)N1CCN(c2cccc(Cl)c2)CC1 | 2.3 | -4.6 | 6.1 | 1.1 | 0.0584 | 1 | -5.2 | 3.1 | 1622 | 5.5 | 0.4
O=C(CCc1nnc(C2(c3ccc(Cl)cc3)CCC2)o1)NCCCn1cccn1 | -3.2 | -8.5 | 2.5 | -5.9 | -0.743 | 1.1 | -8.8 | -1.5 | 1492 | 0.3 | 0.0
Cn1c(/N=C/c2c[nH]c3ccccc23)nc2ccccc21 | -1.6 | 19.4 | -4.6 | 5.9 | · | 0.8 | 2.1 | -8.6 | 1486 | 1.6 | 1.8
NC(=S)N/N=C/c1cc([N+](=O)[O-])ccc1Cl | -0.4 | 0.9 | 9.1 | -6.2 | 1.27 | 1 | -15.2 | -6.6 | 1869 | 1.6 | -0.3
O=C(Cn1nnc(-c2ccccc2)n1)OC1CCOC1=O (stereo not drawn) | 6.6 | 0.5 | -1.0 | -5.9 | · | 1 | -9.0 | 2.7 | 1334 | 4.7 | 0.6
O=C(NNC1=NCCCCC1)c1cccc([N+](=O)[O-])c1 | 3.0 | 3.0 | 3.9 | -4.6 | -0.0133 | 1 | -2.4 | 4.2 | 1607 | -2.2 | -2.0
C#CCNC(=O)C1=C[C@@H](c2coc3ccccc3c2=O)[C@H](CCCO)[C@@H](OCC)O1 | 0.0 | 1.4 | 10.3 | -4.3 | · | 1 | -1.2 | 2.1 | 1420 | -14.3 | 0.3
CCc1cc(C(=O)OC)c(NC(=O)CC2Nc3cc(C)c(C)cc3NC2=O)s1 (stereo not drawn) | -0.1 | 6.5 | -6.4 | 40.4 | 0.116 | 0.9 | -2.6 | -2.7 | 1393 | 7.6 | 0.5
O=C(CSc1nc2ccccc2c(=O)n1-c1ccc(F)cc1)Nc1ccc(Cl)c(S(=O)(=O)N2CCOCC2)c1 | 15.5 | 3.4 | 17.1 | 94.9* | -1.69 | 1 | 0.5 | 5.2 | 2212* | 2.5 | 0.1
CN(C(=O)COC(=O)COc1ccccc1F)C1CCS(=O)(=O)C1 (stereo not drawn) | 0.6 | 0.3 | 5.1 | -6.5 | · | 1 | -3.3 | 9.8 | 1618 | 9.2 | 1.5
COc1ccc2c(C)cc(SCC(=O)Nc3c(C)n(C)n(-c4ccccc4)c3=O)nc2c1 | 12.9 | -2.0 | -1.1 | -4.9 | · | 1 | · | 2.4 | 1526 | 3.4 | -3.3
SMILES | PPARg SRC3 recr | bIAP inhibitor | PPARg SRC-2 ag | Lmaj promast | ROMK mod | bIAP act | S1P3 antagonist | PPARg SRC-1 ag | TR-FRET SRC-2 ct | TLR4 MyD88 comp | Redox H2O2 prof
O=C(Nc1cnn(Cc2ccc(Cl)cc2)c1)c1ccc([N+](=O)[O-])cc1 | 4.1 | 0.9 | 0.2 | -5.9 | 0.175 | 1 | · | 2.1 | 1529 | -6.8 | -2.3
COc1ccc(OC)c(-n2nnnc2SCC(=O)Nc2nc(C)c(C)s2)c1 | 1.0 | 10.6 | -2.0 | 1.5 | -0.678 | 0.9 | 3.3 | 5.7 | 1472 | 11.4 | 0.0
Cc1ccc2nc(N/C(=N/S(=O)(=O)c3ccc(F)cc3F)c3ccccc3)sc2c1 | -7.2 | 1.4 | 4.5 | 5.4 | -1.14 | 1 | -14.5 | -0.8 | 1452 | -1.8 | 3.4
COc1cccc(C(=O)N2CCC(O)(c3cccnc3)CC2)c1 | -1.1 | 10.5 | 2.9 | 20.9 | · | 0.9 | 0.7 | -7.2 | 1336 | 4.6 | -0.1
Cc1ccc(-c2nnc3ccc(SCC(=O)N4CCc5ccccc54)nn23)cc1 | 1.6 | 35.4 | 0.1 | -1.0 | · | 0.6 | · | 13.1 | 1774 | -6.0 | -2.6
Cc1cccc(N2CSC3=C(C#N)C(c4ccc(C)o4)CC(=O)N3C2)c1 (stereo not drawn) | 5.3 | -1.3 | 12.9 | -3.0 | · | 1 | -6.5 | 5.6 | 1739 | -5.1 | 0.5
CCCCCc1c(C)nc(N2CCc3ccccc3C2)[nH]c1=O | -17.9 | 3.5 | -5.5 | -2.8 | · | 1 | -3.7 | -5.5 | 1244 | 11.5 | 1.2
O=C(NCCc1cccs1)C1CC(c2c(Cl)cccc2Cl)=NO1 (stereo not drawn) | 2.6 | 3.1 | -3.3 | 2.1 | · | 1 | · | -3.6 | 1529 | 1.5 | 1.7
CN1CCN(c2ccc([N+](=O)[O-])cc2NC(=O)c2ccccc2Cl)CC1 | -15.5 | 10.4 | -3.1 | -0.4 | · | 0.9 | · | -6.8 | 1344 | 6.6 | 6.5
COCC(=O)NNC(=O)c1ccc(OC)cc1 | -2.1 | -2.7 | 1.6 | -5.7 | 0.000231 | 1 | 1.4 | 6.7 | 1511 | -7.3 | 0.4
Cc1ccc(-c2nc3cc(NC(=O)C(C)C)ccc3o2)cc1 | -11.6 | 4.0 | -9.9 | 3.8 | · | 1 | 0.0 | -0.8 | 1366 | 7.9 | 4.8
O=C(Nc1ccccc1Cl)C1CC(=O)n2c(nc3ccccc32)N1 (stereo not drawn) | -1.9 | 8.1 | -4.0 | -0.3 | 0.211 | 0.9 | 3.3 | -6.8 | 1650 | 2.1 | -0.1
COc1ccc(C2=NN(S(C)(=O)=O)C(c3cccs3)C2)cc1 (stereo not drawn) | -1.6 | -3.3 | 0.6 | 10.2 | -1.19 | 1 | -6.7 | 0.8 | 1585 | -20.0 | -1.2
CCCC1(C(=O)OC)NC(c2ccc(OC)c(OC)c2)C2C(=O)N(c3ccc4c(c3)OCO4)C(=O)C21 (stereo not drawn) | 2.9 | -7.7 | 7.7 | -6.6 | 0.347 | 1.1 | · | 2.9 | 1585 | -19.3 | 0.0
O=C(/C=C/c1ccc([N+](=O)[O-])cc1)OCc1cnc(-c2ccccc2)o1 | 7.6 | 5.0 | 3.7 | -2.2 | 0.102 | 0.9 | -4.5 | 7.9 | 1654 | 4.5 | 0.9
Nc1cc(=O)[nH]c(SCC(=O)Nc2cc([N+](=O)[O-])ccc2Cl)n1 | 2.1 | -30.9 | 10.6 | 2.8 | -0.643 | 1.3 | -6.4 | 0.1 | 1686 | -3.9 | -1.8
O=C1CCCc2ccccc2N1 | 1.1 | -2.3 | -3.8 | 3.9 | -2.64 | 1 | -7.5 | -11.2 | 1420 | -17.0 | 1.2
O=C(COC(=O)CCSc1ccccc1)NCc1ccccc1Cl | 2.6 | 14.1 | 5.9 | -9.1 | · | 0.9 | 8.2 | 5.9 | 1653 | 12.6 | 0.0
CC(NC(=O)C1CCC(=O)N1Cc1ccc(F)cc1)c1ccc2c(c1)OCCO2 (stereo not drawn) | 4.5 | 1.3 | -6.5 | -6.3 | · | 1 | 4.8 | 8.1 | 1538 | -1.4 | -0.4
Cc1cccc2nc(CSc3nnc4ccccn34)cn12 | 1.6 | 5.1 | 5.5 | -4.4 | 0.394 | 0.9 | · | 1.9 | 1578 | -8.6 | 0.0
O=C(NCc1ccccn1)Nc1cccc(NC(=O)NCc2ccccn2)c1 | 0.1 | -11.6 | -1.5 | -2.4 | 0.292 | 1.1 | -9.8 | -4.7 | 1842 | 2.1 | 0.1
O=C(O)CCc1nc(-c2ccccc2Cl)no1 | 3.7 | -1.8 | 7.9 | -3.5 | 0.884 | 1 | -24.9 | 8.2 | 1663 | -0.1 | 3.2
COC(=O)c1cc(OC)c(OC)cc1NC(=S)N1CCCC1 | 4.1 | -13.5 | 3.1 | 87.9* | · | 1.1 | 2.1 | 3.4 | 1652 | -13.9 | 0.0
COc1nc(OC)nc(N2CCC(C(=O)NCc3ccco3)CC2)n1 | -6.7 | 15.8 | -2.2 | -4.7 | · | 0.8 | -22.0 | -2.9 | 1431 | -9.0 | 0.4
